# D3 antag – D3 dopamine receptor (human) antagonism | D3R cells, DiscoveRx beta-arrestin luminescence, antagonist mode; stronger effect = lower value | max response, negative = inhibition, % | 360,000 tested, 2.5% active | AID 652054; in the data active = max response below about -50%; inconclusive = no clear call, values can overlap the other calls; note: % is set by controls: 0 for no effect and ±100 for the full control effect; mostly tested at two doses, the higher about 12 µM
#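 Cells plated overnight at 1500 cells/well, then exposed to library compounds with dopamine controls for 90 minutes at 37 degrees C. DiscoveRx reagent added for 30–60 minutes at room temperature; luminescence read, quantitative HTS format.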
# DRD3 agonist – activates the human D3 dopamine receptor | P35462 | D3R DiscoveRx beta-arrestin cells, luminescence, 90 min | max activation, % | 410,000 tested, 0.58% active | AID 652048; in the data active = max activation above about 30%; note: 0% is about no effect; mostly tested at two doses, the higher about 12 µM
#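 Cells at 1500/well, incubated overnight, then treated with pinned compounds (dopamine as control) for 90 min at 37 degrees C. DiscoveRx reagent added for 30 - 60 minutes at room temperature; luminescence read.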
# PI5P4Ka inh – PI5P4K alpha (human) kinase inhibition; P48426; PI5P4Kalpha enzyme, ADP-Glo luminescence, 60 min; stronger effect = lower value; max response, %; 330,000 tested, 1.2% active; active = max response of -50% or lower; inconclusive = between -30% and -50%; inactive = -30% or higher; note: value at the top dose of about 77 µM; % is set by controls: 0 for no effect and ±100 for the full control effect
# Target sequence (P48426 whole entry, looked up): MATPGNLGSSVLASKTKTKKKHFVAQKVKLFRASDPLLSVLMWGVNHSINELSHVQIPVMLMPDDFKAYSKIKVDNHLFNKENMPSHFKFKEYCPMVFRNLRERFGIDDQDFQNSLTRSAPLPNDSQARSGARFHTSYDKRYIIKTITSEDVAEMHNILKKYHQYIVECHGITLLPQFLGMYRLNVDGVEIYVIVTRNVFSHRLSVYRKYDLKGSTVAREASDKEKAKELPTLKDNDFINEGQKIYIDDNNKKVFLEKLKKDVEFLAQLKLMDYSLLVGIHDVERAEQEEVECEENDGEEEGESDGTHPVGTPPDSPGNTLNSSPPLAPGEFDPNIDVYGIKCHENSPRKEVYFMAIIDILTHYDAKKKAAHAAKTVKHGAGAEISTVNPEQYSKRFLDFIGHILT
#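 ADP-Glo luminescence end-point read after a 60 min room-temperature kinase reaction of PI5P4Kalpha plus substrate, initiated with ATP at 5 microM final. Buffer: 0.038 M HEPES pH 7.4, EGTA, 0.1% CHAPS, 5% DMSO.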
# IL2 activator – IL-2 activation. IL-2 activation reporter assay, cell-based qHTS; stimulated with anti-CD3/CD4/CD28 beads; in transgenic mouse T cells. activation, % (series mostly up to about 46 µM). 360,000 tested, 0.065% active; in the data active = activation above about 50%; inconclusive = mostly about 30% to 49%; note: 0% is about no effect
#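 Unstimulated transgenic mouse T cells; 60-min compound exposure; bead-based TCR/CD4/CD28 stimulation; 18 h culture, 37 degrees C; dual fluorescence (EGFP, DsRed) plate cytometry.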
# PLK1 PBD inh – blocks phosphopeptide binding to human PLK1 polo-box domain | P53350 | AID 720504 | Plk1 PBD binding of FITC phosphopeptide, fluorescence polarization | Potency, µM, without a hit: max response, negative = inhibition, usual class: inhibitors | 360,000 tested, 2.8% active; note: potency is the fitted concentration of half-maximal effect; series mostly up to about 57 µM; % is set by controls: 0 for no effect and ±100 for the full control effect; nearly all actives have a fitted effect of over 65% in size
# GLP-1R inv ag – acts as inverse agonist at human GLP-1 receptor | HEK293 GLP-1R CRE-luciferase, luminescence, 24 h; GLP-1R form is constitutively active | 410,000 tested, 1.6% active | AID 624417 | P43220 | Potency, µM (doses to about 38.3 µM), for the others: at the top dose activity change, negative = inhibition, usual class: inhibitors; note: potency is the fitted concentration of half-maximal effect; % is set by controls: 0 for no effect and ±100 for the full control effect; nearly all actives have a fitted effect of over 55% in size
# Target sequence (P43220 whole entry, looked up): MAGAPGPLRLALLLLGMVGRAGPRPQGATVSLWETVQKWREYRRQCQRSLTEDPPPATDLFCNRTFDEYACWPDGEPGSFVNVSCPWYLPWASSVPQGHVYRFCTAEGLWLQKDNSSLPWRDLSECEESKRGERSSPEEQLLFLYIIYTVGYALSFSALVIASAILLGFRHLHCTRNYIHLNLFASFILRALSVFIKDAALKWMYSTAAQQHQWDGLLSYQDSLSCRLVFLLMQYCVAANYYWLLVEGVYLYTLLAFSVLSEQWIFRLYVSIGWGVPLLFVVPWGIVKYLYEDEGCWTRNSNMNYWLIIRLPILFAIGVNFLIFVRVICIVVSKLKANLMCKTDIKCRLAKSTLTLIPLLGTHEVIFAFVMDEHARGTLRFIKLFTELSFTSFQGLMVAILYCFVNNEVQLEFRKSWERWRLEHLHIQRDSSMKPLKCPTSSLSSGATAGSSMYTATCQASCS
#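 Constitutively active GLP-1R drives a cAMP-responsive luciferase in stably transfected HEK293 cells; test compounds are added after overnight (12 h) attachment and left 24 hr, and signal loss in luminescence marks inhibition.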
# GLP1R ag – GLP-1 receptor (human) agonism | HEK293 GLP-1R CRE-luciferase, luminescence, 4-6 h; cells express a hypersensitive GLP-1R form | Potency, µM (titrated, usually from 45.6 µM), inactives show at the highest dose activation, actives largely listed as activators | 380,000 tested, 0.007% active | P43220; note: potency is the fitted concentration of half-maximal effect; % of control where 0% means no effect
# GLP1R cytotox – cytotoxicity in counter-screen for GLP-1R inverse agonists; 410,000 tested, 0.13% active; AID 624418; Potency, µM (series often up to 38.3 µM), for inactives: top-dose activity change, negative = inhibition, most hits filed as inhibitors; HEK293 cAMP-luciferase reporter cells, luminescence, 24 h;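 note: loss of luciferase light is scored as toxicity; potency is the fitted concentration of half-maximal effect; % is set by controls: 0 for no effect and ±100 for the full control effect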
#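 To flag toxic compounds, the library was rerun on cells for 24 hr at 37 deg C and 5% CO2. Viability-linked luminescence was captured 12 min after adding luciferase detection reagent.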
# WRN helicase inh – blocks human WRN helicase | 360,000 tested, 0.46% active | WRN helicase unwinding, fluorescent forked duplex, kinetic | Potency, µM (titrated, usually from 114 µM), for inactives: top-dose activity change, negative = inhibition, usual class: inhibitors | Q14191 | AID 651768; note: potency is the fitted concentration of half-maximal effect; % is set by controls: 0 for no effect and ±100 for the full control effect; nearly all actives have a fitted effect of over 55% in size
#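 Primary qHTS, 1536-well format. 20 nM WRN + compound, 15 min RT; start with 100 nM forked fluorophore/quencher duplex, 2 mM ATP (final); kinetic read ex 525/em 598 nm.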
# The depositor's hits bear a star; ? = inconclusive; . = not tested or not shown; & = joins results of further samples; [ ] = another dose, or the depositor's remark. Unless noted, calls come from the whole dose curve; as a rule, active = well fitted curve in the direction sought with a large enough effect; inconclusive = small, poorly fitted or top-dose-only effect, or another doubt; inactive = no such curve, though single readings can be large; an effect the other way counts as inactive or inconclusive.
SMILES,D3 antag,DRD3 agonist,PI5P4Ka inh,IL2 activator,PLK1 PBD inh,GLP-1R inv ag,GLP1R ag,GLP1R cytotox,WRN helicase inh
O=C1NC(=O)/C(=C/c2cc3c(cc2Br)OCO3)S1,-12.6,6.1,?,-0.2,-29.2%,4.5%,4.8%,7.8%,-24.3%
O=C(O)c1ccc(NS(=O)(=O)c2ccc(N3CCCC3)c([N+](=O)[O-])c2)cc1,-9.2,-1.0,-0.5,0.1,-6.9%,-2.2%,-7.7%,-4.9%,-1.3%
O=C(NCC(=O)N1CCCC1C(=O)O)OC1CCCCC1 (stereo not drawn),0.0,-3.3,-6.2,1.1,0.8%,-4.8%,-8.6%,-12.0%,3.7%
COc1ccc(CNC(=O)C(CCSC)NC(=O)c2ccco2)cc1 (stereo not drawn),20.7,0.2,2.6,-0.7,-2.5%,-12.4%,-5.7%,-8.1%,-7.2%
COc1ccccc1NC(=O)CCc1nnc2ccc(NCc3ccco3)nn12,13.6,-8.7,-19.3,-1.2,-0.8%,27.1%,2.5%,-0.8%,-2.1%
CC(=O)Nc1nc2cccc([N+](=O)[O-])c2s1,-7.5,0.4,-3.7,0.0,-4.4%,2.2%,2.4%,-8.0%,-4.0%
O=C(CCCN1C(=O)c2cccc3cccc(c23)C1=O)N1CCN(c2ccc(F)cc2)CC1,10.1,1.7,3.8,-3.3,-12.2%,?,10.0%,-4.1%,5.9%
CC(C)(C)Cc1c(-c2ccc(Cl)cc2)nc2c(Cl)cc(C(F)(F)F)cn12,0.0,37.4*,0.3,-1.0,-0.6%,3.1%,-0.5%,-2.4%,-13.2%
Cc1nn(Cc2ccccc2)c(C)c1NC(=O)c1cc(-c2ccc3c(c2)OCO3)on1,40.3,12.3,.,-0.3,-3.5%,1.1%,-11.3%,-8.8%,-14.6%
COc1ccc(C(=O)Nc2nc(-c3ccc([N+](=O)[O-])cc3)c(-c3ccc(OC)cc3)s2)cc1,-52.4*,-10.4,6.6,8.3,6.1%,27.6%,0.3%,18.6%,?
COc1ccc(C2CC(c3ccc(OC)cc3)n3nc(N)nc3N2)cc1 (stereo not drawn),20.0,-1.9,7.7,-4.0,-14.8%,2.3%,-0.9%,18.3%,-4.7%
COc1ccc2nc(SCC(=O)c3c(C)[nH]c4ccccc34)nc(C)c2c1,.,0.8,.,.,.,0.1%,-1.2%,-1.3%,.
CCN(CC)CC(=O)NN=C(c1ccccc1)c1ccccc1,37.6,0.0,2.7,1.4,-2.4%,?,9.3%,-3.2%,-1.5%
O=Nc1c(O)n(Cc2ccccc2)c2ccccc12,-0.1,6.1,1.8,-3.0,-11.3%,-30.0%,4.4%,-6.2%,4.2%
CNC(=S)NNC(=O)CNc1ccc(C)c(Cl)c1,-2.4,0.3,-0.3,-0.2,-2.8%,0.2%,-7.1%,-10.6%,-1.4%
CCCC(C(=O)NC1CCCCC1)N(CC1CCCO1)C(=O)CNS(=O)(=O)c1ccc(F)cc1 (stereo not drawn),-3.6,5.6,5.9,-0.3,4.5%,-16.4%,1.5%,15.0%,-3.6%
CCOC(=O)COn1c(=O)c(C)[n+]([O-])c2ccccc21,6.5,9.3,.,-1.6,-4.0%,1.4%,-1.2%,2.7%,0.2%[57.1 µM]
O=C(CCNS(=O)(=O)c1ccc(Cl)cc1)N1CCC2(O)CCCCC2C1 (stereo not drawn),0.0,5.8,-6.0,0.3,0.4%,4.8%,0.5%,17.2%,1.2%
COc1ccc(S(=O)(=O)N2CCC(C(=O)NCCC(=O)NCc3ccncc3)CC2)cc1,1.1,2.0,-4.8,-2.9,-24.6%,6.3%,-6.1%,-14.9%,-0.1%
COc1cccc(/C=N/NC(=O)c2ccc(OCc3cccc(Br)c3)cc2)c1,6.0,1.9,-0.1,0.7,-8.4%,?,-9.6%,-22.0%,-8.4%
COc1ccc(O)c(C2=Nc3ccccc3N=C(c3ccccc3)C2)c1,-16.6,-0.6&-21.0,-2.4,-3.7,-20.0%,1.3%&3.1%,17.8%,8.7%&-6.3%,-4.2%
COc1ccc(Cn2ccnc2CO)cc1[N+](=O)[O-],-17.1,0.1,3.4,0.8,-16.3%,13.4%,-1.2%,1.9%,4.1%
CCN(C(=O)CCc1nnc2ccc(NCc3ccco3)nn12)c1ccccc1,-28.0,-5.1,-3.8,1.3,-6.6%,5.2%,-0.4%,-5.8%,-9.1%
Cc1nn(Cc2ccccc2)c(C)c1C(=O)NCCN1C(=O)S/C(=C\c2ccccc2)C1=O,12.8,1.3,-9.1,0.3,10.3%,0.3%,3.9%,-0.2%[1.53 µM],-25.7%[57.1 µM]
Cc1nc(-c2ccccc2)sc1C1(C)CC(c2ccc(C#N)cc2)=NO1 (stereo not drawn),23.5,20.7,2.5,-0.5,-2.4%,19.3%,11.4%,2.5%,5.6%
Cn1nnnc1SCC(=O)NCC(=O)c1ccccc1,29.4,-8.5,.,-0.6,-4.7%,3.7%,1.3%,9.9%,-1.4%
CC1=C(C(=O)NCCN2CCOCC2)C2(CCC(C)CC2)OC1=O (stereo not drawn),5.8,0.0,3.0,-0.9,-9.5%,7.0%,-0.6%,-9.3%,3.3%
O=C(CCN1C(=O)c2ccccc2C1=O)Nc1ccc(F)cc1,-10.3,9.6,.,-0.2,-1.5%,7.8%,-6.9%,-17.2%,-2.8%
c1ccc(-c2csc3nnc(SCc4ccc5c(c4)OCO5)n23)cc1,-11.4,-0.1,-27.8,-3.1,21.2µM*,14.7%,18.3%,2.8%,0.0%
C/C(CC(=O)NCc1ccco1)=N\NC(=O)COc1ccc(Cl)cc1Cl,-5.8,-1.4,2.6,-2.2,-11.2%,-21.1%,2.5%,-15.5%,-4.4%
CC(C)Cn1c(N)c(C(=O)COC(=O)c2cc(-c3ccccc3)nc3ccccc23)c(=O)n(C)c1=O,15.4,-3.5,2.0,-0.5,3.8%,13.2%,-4.5%,-4.6%,7.2%
CCNc1ccc(C(=O)OC(C(=O)NC(N)=O)C(C)C)cc1[N+](=O)[O-] (stereo not drawn),9.8,-3.5,-2.2,-2.9,-4.2%,36.4%[activator],16.8%,13.3%,3.7%
CC(C)(C)c1nnc2sc(SCCN3C(=O)c4ccccc4C3=O)nn2c1=O,10.0,-1.5,-0.8,-1.9,-6.7%,5.9%,3.1%,-2.8%,-4.5%
Cc1c(C(=O)N(C)c2ccccc2)oc2c1C(O)CC(C)(C)C2 (stereo not drawn),-5.1,-7.6,8.2,-0.7,3.7%,-2.0%,-0.8%,-3.5%,2.2%
Cc1cc(C)cc(NC(=O)COC(=O)c2ccc(CN3CCCC3=O)cc2)c1,-14.6,0.5,-2.0,-0.2,-2.4%,-6.5%,3.2%,-4.1%,-10.3%
COc1ccc(NC(=O)c2cccc(S(=O)(=O)N3CCCCCC3)c2)cc1,6.4,-3.3,5.4,-3.8,2.0%,?,21.5%,5.1%,-18.4%
CCOC(=O)CCC(NC(=O)CCCCCCCC(=O)NC(CCC(=O)OCC)C(=O)OCC)C(=O)OCC (stereo not drawn),-7.4,-2.8,10.8,1.3,-3.5%,9.5%,-1.8%,-0.6%,-15.6%
CC(C)(O)C(O)COc1c2ccoc2cc2oc(=O)ccc12 (stereo not drawn),-11.3,-24.7,-1.0,0.8,-13.1%,5.2%,-0.5%,1.5%,-1.3%
OC(c1ccccc1)c1nc(-c2cccc(F)c2)cs1 (stereo not drawn),-55.4*,-7.7,5.9,-0.7,-11.0%,?,7.8%,1.4%,-3.0%
COc1ccc(CN2CCN(CCc3ccccc3)C(CCO)C2)c(Cl)c1OC (stereo not drawn),-3.0,-19.8,2.4,-0.1,-2.3%,-21.0%,-1.5%,-12.7%,7.0%
COc1ccc(/C=C2/Sc3ccc(C(=O)NCCN4CCCCCC4)cc3NC2=O)cc1,-14.6,2.5,?,-1.0,-0.3%,?,2.8%,?,-19.3%
Cc1ccc(CNC(=O)CCn2ccc3cc(S(=O)(=O)N4CCCC4)ccc32)cc1,-15.1,3.8&-0.8,-1.8,-1.8,-2.0%,-12.4%&-38.2%,1.9%,4.5%&1.1%,-4.2%
Cc1cc(C)c(-c2cc(NC(=O)CSc3nncn3C)n(-c3ccccc3)n2)cc1C,10.5,-4.6,-0.6,0.6,-2.6%,?,-5.9%,-2.6%,3.1%
CCOC(=O)CN1C(=O)S/C(=C/c2ccco2)C1=O,3.9,4.4,3.1,-0.1,-6.3%,6.9%,-2.4%,-1.9%,-9.2%
O=[N+]([O-])c1nn(-c2ccccc2)[n+]([O-])c1N1CCN(c2ccccc2F)CC1,-22.3,-9.6,6.3,-6.2,-16.9%,0.0%,-2.9%,7.4%,-23.4%
CC1=C(C(N)=O)C(c2cccc(Br)c2)n2nc(SCc3ccccc3Cl)nc2N1 (stereo not drawn),.,55.9*,.,.,.,3.6%,3.9%,-12.0%,.
Cc1cc(C(=O)NC2Cc3ccccc3C2)c(C)o1,0.4,-0.9,-3.5,-0.8,-14.1%,-24.5%,-3.3%,-3.9%,2.6%
Cn1ncc(C#N)c1/N=C/N1CCCC1,-10.4,3.3,0.1,-1.2,-1.2%,0.0%,0.4%,-3.3%,0.8%
COC(=O)c1[nH]c2ccccc2c1NC(=O)C(C)N1CCN(C(=O)c2ccco2)CC1 (stereo not drawn),18.9,25.1,6.0,1.4,-1.5%,19.5%,1.2%,-16.7%,3.4%
CC1CC(C(=O)Nc2ccccc2)C(=O)O1 (stereo not drawn),0.8,7.7,2.1,0.7,3.1%,1.6%,5.1%,-13.1%,4.3%

# Just GLP-1R inv ag, PLK1 PBD inh and IL2 activator, for three of the compounds above:
Molecule,GLP-1R inv ag,PLK1 PBD inh,IL2 activator
COc1ccc(CN2CCN(CCc3ccccc3)C(CCO)C2)c(Cl)c1OC (stereo not drawn),-21.0%,-2.3%,-0.1
COc1ccc(/C=C2/Sc3ccc(C(=O)NCCN4CCCCCC4)cc3NC2=O)cc1,?,-0.3%,-1.0
Cc1ccc(CNC(=O)CCn2ccc3cc(S(=O)(=O)N4CCCC4)ccc32)cc1,-12.4%&-38.2%,-2.0%,-1.8

# Bioassay records from PubChem BioAssay.
